# From PubChem
# All columns: NCI-60 one-dose screen, growth in % after 48 h at 10 µM unless noted; 100 = growth as untreated, 0 = no growth, -100 = all killed.
# MALME-3M = MALME-3M melanoma | hit rate 5.8% among 78,000
# LOX IMVI = LOX IMVI melanoma; hit rate 7.4% among 79,000; AID 1794757
# MDA-MB-435 = MDA-MB-435 melanoma | hit rate 7.8% among 82,000
# SK-MEL-5 = SK-MEL-5 melanoma; hit rate 6.4% among 80,000
# SK-MEL-28 = SK-MEL-28 melanoma; hit rate 4.1% among 81,000; AID 1794761
# UACC-257 = UACC-257 melanoma; hit rate 4.4% among 78,000
# UACC-62 = UACC-62 melanoma | hit rate 5.4% among 81,000
# SK-MEL-2 = SK-MEL-2 melanoma. hit rate 4.7% among 77,000
# * marks the source's active call; other numbers are inactive results; x = no result given; & = joins results of further samples. Rule for the calls: active = growth percent below 10; inactive = the rest.
# Start of the data: the first two entries, ahead of the listing:
SMILES,MALME-3M,LOX IMVI,MDA-MB-435,SK-MEL-5,SK-MEL-28,UACC-257,UACC-62,SK-MEL-2
Clc1ccc(Cn2c(-c3cccs3)nc3ccccc32)c(Cl)c1,114.5,89.5,109.8,89.0,98.2,99.9,91.8,109.3
N#Cc1c(Oc2ccc(Cl)cc2)nc2sc3cc(Cl)c(Cl)cc3n2c1=O,105.3,101.1,111.2,81.4,115.0,112.5,96.1,109.7

# This part in full (from the top)
SMILES,MALME-3M,LOX IMVI,MDA-MB-435,SK-MEL-5,SK-MEL-28,UACC-257,UACC-62,SK-MEL-2
Clc1ccc(Cn2c(-c3cccs3)nc3ccccc32)c(Cl)c1,114.5,89.5,109.8,89.0,98.2,99.9,91.8,109.3
N#Cc1c(Oc2ccc(Cl)cc2)nc2sc3cc(Cl)c(Cl)cc3n2c1=O,105.3,101.1,111.2,81.4,115.0,112.5,96.1,109.7
CN(C)c1ncnc2c1ncn2C,113.2,88.6,97.5,93.4,110.4,x,103.3,104.9
CC(C)(C)c1ccc(C(O)CCCN2CCC(C(O)(c3ccccc3)c3ccccc3)CC2)cc1 (configuration not stated),-78.5*,-93.9*,-93.2*,x,x,-78.2*,-98.1*,-76.1*
C[Si](C)(O)CCl,103.9,95.2,105.5,103.1,114.4,104.2,110.8,106.5
CNC(=O)c1cc(-n2ccc3cc(NC(=O)c4cc(C(F)(F)F)cc(C(F)(F)F)c4)ccc32)ccn1,93.2,99.1,96.4,93.2,96.5,91.4,88.9,106.4
CN1CCC(n2cc(Nc3ncc4c(=O)n(-c5c(Cl)cccc5Cl)cc(Br)c4n3)cn2)CC1,69.5,11.9,5.4*,x,63.4,82.1,77.8,x
CCCCCC(=O)OCCCC1CCCO1 (configuration not stated),104.9,104.8,96.4,103.5,111.3,105.9,94.9,122.6
CC(=O)OCCCOCCCOc1ccccc1,89.7,89.1,114.7,101.2,110.0,93.9,98.9,104.2
O=C(O)c1ccc(-n2cc(CNc3ccc(F)c(Cl)c3)c(-c3ccc(F)cc3)n2)cc1,76.5,87.7,100.1,82.0,83.0,98.5,45.2,44.5
NC1=C(Cl)C(=O)C(N)=C(Cl)C1=O,72.9,85.4,103.1,80.0,130.7,85.0,92.3,101.8
CC(=O)Nc1ncc(Cc2cc(Cl)ccc2Cl)s1,102.8,71.2,88.6,97.2,100.4,102.0,74.6,108.3
N#Cc1c(-c2ccc(Cl)cc2)nc(NN)nc1N1CCOCC1,103.1,91.0,106.8,99.4,108.8,110.2,97.7,108.0
O=C(CCCC(=O)N/N=C/c1cc(Cl)ccc1O)N/N=C\c1cc(Cl)ccc1O,31.2,7.3*,45.1,-1.9*,35.8,-1.5*,-16.9*,51.7
O=C(CNC(=O)OCc1ccccc1)NCC(=O)Oc1ccc([N+](=O)[O-])cc1,x,87.6,98.4,98.1,104.3,x,106.8,x
CC(=O)Oc1c(Cl)c(Cl)c(Cl)c(Cl)c1Cl,91.7,93.1,101.8,102.5,103.9,94.1,88.0,90.1
CCN(CC)C(=S)Sc1ccc2c(c1)C(=O)c1ccccc1C2=O,113.4,95.1,100.5,80.6,107.9,101.2,75.0,105.9
CC(=O)c1ccc(OCC(=O)Nc2nc(-c3ccc(C)cc3)cs2)cc1,91.9,97.4,110.2,105.1,102.5,105.9,102.2,106.6
COc1ccccc1-c1nc2cc(C(=O)NCc3ccccc3)ccc2n1C1CCCCC1,103.2,90.4,89.3,92.2,97.7,96.7,91.1,79.2
Oc1ccccc1C1SC(c2ccccc2O)SC(c2ccccc2O)S1 (configuration not stated),116.7,83.1,90.2,x,102.7,44.5,82.9,102.7
CCC(C)[C@H](NC(=O)NC(=O)NC(=O)CI)C(=O)OC (some centres not stated),-44.9*,-79.2*,69.5,91.5,87.7,85.0,88.9,86.1
CN(CCO)c1cnn(CCO)c(=O)c1Cl,103.3,91.9,102.7,101.7,109.5,x,89.9,x
CC(=O)Cc1ccc([N+](=O)[O-])cc1[N+](=O)[O-],108.9,93.6,109.6,103.6,122.2,119.0,98.2,106.5
CC(=O)O[C@@H]1C2CCC3C(CC[C@@]4(C)C3CC[C@@H]4C(C)N(C)C)[C@@]2(C)CC[C@@H]1NC(=O)C=C(C)C (some centres not stated),-59.4*,-43.5*,-47.4*,-93.1*,-91.7*,-40.9*,-49.9*,31.9
COc1cc(/C=C/C(=O)/C=C(/C=C/c2cc(OC)c(OC(=O)C(C)c3ccc(CC(C)C)cc3)c(OC)c2)OB(F)F)cc(OC)c1OC(=O)C(C)c1ccc(CC(C)C)cc1 (configuration not stated),96.9,96.8,96.9,99.4,109.7,99.1,94.8,97.5
# Additional structures follow:
SMILES,MALME-3M,LOX IMVI,MDA-MB-435,SK-MEL-5,SK-MEL-28,UACC-257,UACC-62,SK-MEL-2
CC/C(=C(\c1ccc(OCCN2CCCCCCC2)cc1)c1ccc(OC(=O)C2CCCCC2)cc1)c1ccc(Cl)cc1,94.1,101.9,99.8,102.2,96.3,87.3,107.9,x
CC(C)(C)C(=O)OCOP(=O)(OCOC(=O)C(C)(C)C)C1CCCN(OCc2ccccc2)C1=O (configuration not stated),107.7,101.2,105.1,100.0,109.5,103.0,99.6,105.1
COc1ccc(-n2c(SCc3cc(OC)c(OC)c(OC)c3)nc3cc(OC)c(OC)cc3c2=O)c(OC)c1,103.4,92.7,87.4,99.8,100.1,x,99.5,x
COc1ccc(C2c3c(ccc4ccccc34)Oc3ccc4ccccc4c32)cc1,100.2,x,104.5,93.1,119.1,111.9,74.2,102.0
Cc1c(Cl)cccc1NC(=O)CN1CCCCC1,106.6,95.1,100.0,100.0,107.9,119.7,106.3,106.3
CCOC(=O)c1ccc(N2NC(=O)/C(=C/c3ccc([N+](=O)[O-])o3)C2=O)cc1,104.8,91.6,109.4,108.2,107.8,90.7,112.3,31.8
Cc1ccc2nc(-[n+]3cc4ccccc4cc3C)ccc2c1,44.2,46.6,27.8,-27.5*,43.1,11.4,30.7,39.5
Cc1nc2nc(SCC(=O)O)[nH]c2c(=O)[nH]1,111.9,95.3,106.6,100.0,105.9,96.7,96.4,96.0
Cc1c(C(=O)NN)sc2ncc(-c3ccc(Br)cc3)n12,115.3,95.8,102.7,95.7,110.6,109.2,97.8,119.0
CN(C)c1ccc(/C=C(\C#N)c2cc3ccccc3n2C)cc1,56.9,31.5,-26.9*,19.3,67.2,68.9,38.5,54.7
O=C(O)CCC(=O)c1ccc(Oc2ccc(Cl)cc2)cc1,108.9,87.8,103.8,100.3,114.9,96.0,101.6,115.3
CC(=O)OC[C@@]1(C)[C@H]2CCC3(CO3)[C@@H](C/C=C3/C(=O)OC[C@H]3OC(C)=O)[C@]2(C)CC[C@H]1OC(C)=O (some centres not stated),80.7,68.6,75.1,95.5,95.8,87.2,85.6,84.5
N#Cc1c(-c2ccc(Cl)cc2)nc(SCc2ccccc2)nc1N1CCNCC1,84.4,-71.5*,71.4,84.5,107.5,97.3,89.8,112.4
O=C(c1cccc(Cl)n1)c1c[nH]c2ccccc12,101.0,91.5,99.8,90.8,107.7,98.2,90.3,104.6
Nc1ncnc2c1ncn2C1OC(CO)CC1F (configuration not stated),x,97.3,106.9,102.9,113.8,103.9,x,101.1
Cc1ccc(O)c(N2C(=NCc3ccco3)NS(=O)(=O)c3cnccc32)c1,106.9,103.1,91.8,118.3,106.8,123.9,96.7,106.1
COc1cccc(-c2nc3ccccc3s2)c1O,111.9,x,102.9,91.7,111.1,100.4,89.9,104.0
O=C1CC(c2ccc3c(c2)OCO3)Nc2ccccc21 (configuration not stated),46.0,37.4,-22.6*,18.9,47.5,42.3,20.1,40.1
COc1ccc(OC)c(-c2cc(-c3ccccc3)c(C#N)c(SCC(=O)c3ccc(Cl)cc3)n2)c1,89.4,88.6,102.1,96.9,87.9,100.3,88.4,108.4
CCCCc1nc2c([nH]1)c(=O)n(C)c(=O)n2C,110.6,99.3,109.4,97.6,105.3,98.2,86.5,101.3
CCCCN(CCO)C(C#CC(C)(C)O)C(C)C (configuration not stated),x,100.1,107.4,101.3,111.1,99.0,93.4,101.4
CNC(=O)c1[nH]cc(-c2ccccc2)c1-c1ccccc1OC,103.2,97.1,103.3,100.6,107.3,96.4,96.6,103.7
CCCCCCC(=O)C1C(=O)c2ccccc2C1=O,112.2,93.5,98.6,97.5,111.4,105.1,90.2,117.1
CC(=O)N1CCc2ccc(N)cc21,x,93.2,101.0,117.5,114.3,106.4,102.0,109.5
COc1ccccc1C(=O)NC(=S)Nc1ccc(-c2nc3ccccc3[nH]2)cc1,27.5,20.0,50.3,25.8,69.5,94.3,108.5,108.6

# Profiles from above. Screens in order: MALME-3M | LOX IMVI | MDA-MB-435 | SK-MEL-5 | SK-MEL-28 | UACC-257 | UACC-62 | SK-MEL-2
# Entry for N#Cc1c(-c2ccc(Cl)cc2)nc(SCc2ccccc2)nc1N1CCNCC1 → 84.4 | -71.5* | 71.4 | 84.5 | 107.5 | 97.3 | 89.8 | 112.4
# Entry for COc1ccc(OC)c(-c2cc(-c3ccccc3)c(C#N)c(SCC(=O)c3ccc(Cl)cc3)n2)c1 → 89.4 | 88.6 | 102.1 | 96.9 | 87.9 | 100.3 | 88.4 | 108.4

# Remaining list, next part:
SMILES,MALME-3M,LOX IMVI,MDA-MB-435,SK-MEL-5,SK-MEL-28,UACC-257,UACC-62,SK-MEL-2
COC(=O)c1c2c(c[n+]([O-])c1C)C(=O)C(NCc1ccccc1)=CC2=O,-93.4*,-30.1*,-93.7*,-97.0*,-29.3*,-81.5*,-78.5*,-44.4*
CCC(=O)OC1=C(C)SC2=NC(c3ccc(N)cc3)=CC(c3ccc(OC)cc3)N21 (configuration not stated),102.8,103.4,90.9,95.7,97.4,93.4,85.8,96.5
CCNC(=O)N1CCc2cc(OC)c(OCCc3ccc(OC)cc3)cc2C1c1ccc(Cl)cc1C (configuration not stated),60.4,8.7*,15.9,-10.8*,43.3,44.7,22.8,14.7
O=C(Cc1ccccc1)Cc1ccccc1,114.6,103.4,105.3,96.5,108.2,93.1,97.0,90.1
NC(=S)SCCC(=O)O,99.6,97.6,106.6,109.7,110.4,94.8,101.1,109.1
CCN(CC)CCCNc1nccc2ccc(OC)cc12,113.3,95.2,101.6,104.3,100.6,x,108.0,113.5
CC(C)(C)c1ccc2oc(=O)n(SC(Cl)(Cl)Cl)c2c1,108.9,93.4,107.2,107.2,111.8,111.2,109.4,93.9
COC1=CC(c2ccc[nH]2)=N/C1=C\c1[nH]c(C)c(CCCn2cc(CCC[C@@H]3Cc4cc(O)ccc4C4CC[C@]5(C)[C@@H](O)CC[C@H]5C43)nn2)c1C (some centres not stated),142.1,62.2,98.3,80.9,103.5,109.2,x,105.6
COc1ccc2oc3c(C)c4c(c(C)c3c2c1)C(=O)N(O)C4=O,88.0,92.4,97.6,97.8,101.3,107.4,90.8,94.0
CC(=O)[C@@H]1CC[C@]2(CN)CC[C@]3(C)[C@H](CC[C@@H]4[C@@]5(C)CCCNC(C)(C)[C@@H]5CC[C@]43C)[C@@H]12,83.7,86.1,94.8,94.1,103.7,105.7,95.8,89.5
NC(=O)c1n[nH]n2c1nc(=O)c1sc3c(c12)CCCC3,106.6,90.2,101.3,101.0,100.3,104.0,97.5,112.4
Oc1ccc(/C=N/c2n[nH]c(-c3cccc(Cl)c3)n2)cc1,111.5,98.8,109.1,103.4,109.5,68.2,95.0,106.8
O=C(O)COC(=S)SCC(=O)O,114.6,109.9,110.5,107.3,108.3,96.7,104.2,147.8
CC(C)(C)CC(C)(C)Nc1c(-c2c(O)c3ccccc3oc2=O)nc2c(Cl)cc(C(F)(F)F)cn12,x,98.1,103.4,97.8,113.2,x,93.4,102.0
Nc1ccc(-c2ccc(S(=O)(=O)O)cc2)cc1,107.2,96.8,109.4,100.5,112.9,92.2,116.4,98.7
C=C1CCC2C3(C)COC(c4ccccc4Br)OC3CCC2(C)C1C/C=C1/C(=O)OCC1OC(C)=O (configuration not stated),-44.6*,-92.0*,-38.6*,-57.1*,-52.9*,-41.6*,-18.4*,-37.4*
O=C1OC2CC1CCC2Br (configuration not stated),103.8,88.2,102.6,111.3,120.6,100.6,107.1,115.0
O=C(O)C(=O)c1ccc(-c2ccccc2)cc1,82.6,95.2,96.9,85.7,173.2,128.4,97.0,x
CC(C)C(=O)Nc1cccc(-c2ccc(C#N)n2C)c1,105.6,104.1,101.6,119.1,98.1,105.5,94.0,104.9
N#CCCOCC1CCCO1 (configuration not stated),74.1&83.8,94.1&99.1,104.2&89.2,99.5&104.7,110.4&103.5,102.0&100.4,99.9,103.2&92.6
Clc1ccc2c(c1)sc1nc(-c3c[nH]c4ccccc34)c(Nc3ccc(Br)cc3)n12,98.2,70.1,95.1,97.9,114.6,96.0,65.4,97.9
CCCCCCC#CC(=O)O,109.8,94.9,101.4,104.0,99.3,88.7,105.3,100.6
COC(=O)NNc1ccc([N+](=O)[O-])cc1,90.9,95.1,101.7,97.1,103.5,75.3,102.4,83.7
O=c1c(Br)ccc(Br)cc1Br,x,-76.9*,-40.1*,32.4,-53.4*,x,-5.1*,-73.3*
Nc1nn2c(-c3cc4ccccc4oc3=O)ccnc2c1N=Nc1ccc(F)cc1,106.3,110.3,117.1,103.7,127.1,115.1,114.8,123.7

# An unsorted share of the library; 12% or so of the library scored in one or more.
